Source: PubChem (several laboratories)
WT yeast gro inh = growth inhibition of WT strain, primary screen, mitochondrial fusion inhibitor project, WT and mutant strains, chemical genetic | AID 1362, 2008 | mitochondrial fusion phenotypic screen | 190,000 compounds, 2.1% hits | inhibition, % at 10 µM; in the data active means inhibition above about 58%; tested in S. cerevisiae
Dynein cargo inh = inhibitors of GR-EGFP nuclear translocation, primary screen, dynein cargo transport inhibitor project, imaging, high-content, 3617.4 mouse cells; test concentration mostly 20 µM; stimulated with dexamethasone, 1 µM; active compounds read low; z-score, hits read low; 220,000 compounds, 0.47% hits; AID 1381, 2008;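 active means plate z-score of nuclear minus cytoplasmic receptor signal below a set negative limit, without overly bright fluorescence or cell loss, cut at about -3.5 in these data, passing the limit was not always enough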;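 further: z-score of nuclear minus cytoplasmic ring GR-EGFP intensity difference per well; some compounds called inactive have numbers as strong as hits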
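medium = tetracycline-free induction medium containing charcoal-stripped FBS | probe or stimulus = dexamethasone, 1.0 µM final | timing = 48 h induction, then 1 h compound, then 30 min agonist, 37 °C | detection = automated 10x imaging of fixed Hoechst-stained cells | read-out basis = nuclear versus cytoplasmic GR-EGFP signal, averaged per well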
bCat nuc transl = modulators of beta-catenin nuclear translocation, primary screen, imaging, HeLa cells, immunofluorescence, high-content; AID 1665, 2009; 190,000 compounds, 0.3% hits; nuclear translocation activity, % at 5 µM;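 active means nuclear translocation activity above 50% at 5 µM, with a well cell count of 50 or more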;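 further: per-cell ratio of nuclear to cytoplasmic median beta-catenin stain intensity; plate controls were DMSO negative control for no effect and GSK-3 inhibitor IX positive control for full effect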
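test system = HeLa cells, endogenous beta-catenin | dosing = single 5 µM dose plus 0.02–20 µM confirmation series | times = compound treatment 24 h, 37°C, 5% CO2 | technique = beta-catenin immunofluorescence imaging with DAPI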
Ins promoter up = insulin promoter activators in MIN6 cells, imaging, high-content screening, mouse beta cells; z-score at 5 µM; 190,000 compounds, 0.3% hits; MIN6 insulin promoter-GFP reporter; active compounds read high; AID 1625, 2009;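 active means z-score above 3 at 5 µM with at least 500 cells counted in the well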
human PMI inhibition = inhibitors of human PMI, primary screen, biochemical, fluorescence intensity, coupled assay (AID 1209); 190,000 compounds, 0.42% hits; purified PMI enzyme, coupled fluorescence intensity; higher % means a stronger effect; Mannose-6-phosphate isomerase (Homo sapiens); one-dose inhibition, % at 20 µM; IC50 in µM for titrated hits;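 further: plate controls were DMSO vehicle for no effect and wells lacking substrate for full effect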
Yfh1-depleted yeast = enhancers of respiration in Yfh1-depleted yeast, dose response, Friedreich's ataxia, plus single-dose screen (AID 1465). S. cerevisiae Yfh1-off respiration, WST-1 reduction, 72 h; higher fold induction means a stronger effect. fold induction at 50 µM; hits with a dose series show EC50 in µM. 220,000 compounds, 0.074% hits;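 active means fold induction of absorbance versus untreated yeast above a set limit, then at least 30% activation at any dose in follow-up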;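 further: activators that raise dye reduction in frataxin-depleted yeast; strong numbers were not always called active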
MT stabilize HCS = microtubule stabilizers in HeLa cells, primary screen, imaging, high-content imaging; HeLa tubulin immunostaining HCS, 24 h; share of cells brighter than vehicle mean+2SD; % tubulin-high responders, % at 10 µM; 200,000 compounds, 0.83% hits; AID 2205, 2009;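 active means plate Z-score above 3 for both tubulin-high and condensed-nucleus cell shares, with cell loss under 80%, at 10 µM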;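 further: anti alpha tubulin signal scored within the nucleus-defined area of each cell; some results filed as inactive read as strong as hits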
Autophagy HCS = autophagy modulators in MEF cells, primary screen, imaging, high-content, MEF GFP-LC3; MEF GFP-LC3 puncta imaging; test concentration mostly 10 µM; calls only at 10 µM (by protocol); 190,000 compounds, 0.98% hits;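 active means percentage of spot-positive cells more than 3 SD above its plate mean, without a fluorescence outlier flag or 80% toxicity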;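 further: spot-positive cell cutoff set from DMSO-treated cells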
PMI inhibition = human PMI inhibitors, high substrate, primary screen, biochemical, fluorescence intensity, high mannose 6-phosphate (AID 1220). Mannose-6-phosphate isomerase (Homo sapiens). 190,000 compounds, 0.66% hits. recombinant PMI enzyme, coupled fluorescence intensity; higher % means a stronger effect. one-dose inhibition, % at 20 µM; IC50 in µM for titrated hits
WT yeast gro inh mutant strain = recorded beside WT yeast gro inh, whose call it bears; inhibition, %; mitochondrial fusion phenotypic screen, mutant strain inhibition
Dynein cargo inh cytoplasmic EGFP = further read-out of Dynein cargo inh, marked with its call; z-score; measured here: cytoplasmic GR-EGFP intensity; active compounds read high
Dynein cargo inh nuclear GR-EGFP = recorded beside Dynein cargo inh, whose call it bears; z-score; measured here: nuclear GR-EGFP intensity;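 lower value marks the stronger effect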
Dynein cargo inh cell count = also measured in Dynein cargo inh; calls as there; z-score; measured here: cell count per field
Ins promoter up cell count = recorded beside Ins promoter up, whose call it bears; cell count; measured here: cytotoxicity, nuclei count;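 total cells summed across four imaged fields per well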
bCat nuc transl cell count 5 µM = recorded beside bCat nuc transl, whose call it bears; cell count; measured here: cell count, cytotoxicity flag
MT stabilize HCS Hoechst-high % = further read-out of MT stabilize HCS, marked with its call; % Hoechst-high responders; measured here: nuclear condensation Hoechst responders;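 share of cells brighter than vehicle mean plus two SD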
MT stabilize HCS cytotoxicity % = further read-out of MT stabilize HCS, marked with its call; toxicity, %; measured here: cytotoxicity by cell density;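 0% = mean cell density of plate MIN control wells and 100% = no cells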
Autophagy HCS cell loss 18 h = further read-out of Autophagy HCS, marked with its call; toxicity, %; measured here: cell loss, nuclei count;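 cell loss after 18 h compound exposure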
The depositor's hits bear a star; i = inactive; . = not tested or not shown; + = active, no number. Unless noted, no stated cut-off is given here; in the data, active means inhibition above about 50%; inactive means the rest.

Start of the data: the first 2 entries, to show the layout:
SMILES	WT yeast gro inh	WT yeast gro inh mutant strain	Dynein cargo inh	Dynein cargo inh cytoplasmic EGFP	Dynein cargo inh nuclear GR-EGFP	Dynein cargo inh cell count	bCat nuc transl	bCat nuc transl cell count 5 µM	Ins promoter up	Ins promoter up cell count	human PMI inhibition	Yfh1-depleted yeast	MT stabilize HCS	MT stabilize HCS Hoechst-high %	MT stabilize HCS cytotoxicity %	Autophagy HCS	Autophagy HCS cell loss 18 h	PMI inhibition
C=CCN1C(=O)C(Cc2ccccc2)SC1=Nc1ccc(C(=O)O)cc1 (stereo unspecified)	-6	10	-1	-0.21	-0.27	-0.064	-0.7	1116	1.5	1558	7%	i	1.7	2.2	2.7	i	3	6%
COc1ccc(NC(=O)NCc2ccco2)cc1OC	-1	4	0.074	-0.29	0.028	0.39	0.1	1490	0.09	1478	12%	i	3.3	2.4	7.4	i	8	14%

All compounds of this part, repeating the preview:
SMILES	WT yeast gro inh	WT yeast gro inh mutant strain	Dynein cargo inh	Dynein cargo inh cytoplasmic EGFP	Dynein cargo inh nuclear GR-EGFP	Dynein cargo inh cell count	bCat nuc transl	bCat nuc transl cell count 5 µM	Ins promoter up	Ins promoter up cell count	human PMI inhibition	Yfh1-depleted yeast	MT stabilize HCS	MT stabilize HCS Hoechst-high %	MT stabilize HCS cytotoxicity %	Autophagy HCS	Autophagy HCS cell loss 18 h	PMI inhibition
C=CCN1C(=O)C(Cc2ccccc2)SC1=Nc1ccc(C(=O)O)cc1 (stereo unspecified)	-6	10	-1	-0.21	-0.27	-0.064	-0.7	1116	1.5	1558	7%	i	1.7	2.2	2.7	i	3	6%
COc1ccc(NC(=O)NCc2ccco2)cc1OC	-1	4	0.074	-0.29	0.028	0.39	0.1	1490	0.09	1478	12%	i	3.3	2.4	7.4	i	8	14%
COc1ccc2[nH]c(CN3CCC(CO)(CCOc4ccccc4)CC3)c(C)c2c1	19	17	-0.41	-0.19	0.085	0.9	0.5	980	.	.	-3%	i	3.5	2.5	2.2	+	8.0*	-1%
O=C1C2=C(CCCC2)C(=O)N1CNc1ccccc1	.	.	-0.43	-0.23	-0.32	0.21	-1.7	1146	0.29	1391	.	i	.	.	.	.	.	.
O=C1c2ccsc2SCCN1Cc1ccccc1Cl	-26	11	1.9	-0.17	1.2	-0.93	0.1	1246	-0.12	1235	0%	i	1.8	1.6	8.0	i	-4	-3%
Cc1cc(C)c2nc(N3CCCC(C(=O)NCCN4CCOCC4)C3)sc2c1 (stereo unspecified)	-1	-16	-0.85	-0.39	-0.54	1.3	-2.7	983	-0.41	1269	9%	i	3.4	2.6	7.3	i	19	6%
N#Cc1nn(-c2ccccc2)nc1N1CCCCC1	17	0	0.38	-0.22	0.84	-0.63	0.4	1008	-0.05	1307	14%	i	2.4	2.5	11	i	-2	10%
CC(C)N(C(=O)NC(=O)Nc1ccc(S(=O)(=O)N2CCCC2)cc1)S(C)(=O)=O	-3	16	0.46	0.68	0.16	-1.9	-1.7	1160	0.7	1228	-2%	i	1.6	2.4	10	i	-6	-2%
CCN(CC#CCC1(O)c2ccccc2-c2ccccc21)C(C)C	0	9	0.077	-0.21	-0.36	-0.68	-1.0	1371	0.16	1345	16%	.	1.5	1.5	4.3	i	-4	14%
COc1cc(OC)nc(NC(=O)COC(=O)c2cccc(Cl)c2)n1	-6	4	2.3	-0.092	1.3	-1.4	0.0	1079	0.21	1352	-9%	i	3.7	3.0	5.0	i	0	-5%
CCOC(=O)c1c(C)[nH]c(C)c1C(=O)COC(=O)c1ccccc1O	15	5	-1	-0.18	-0.43	1.3	-0.4	1075	-0.48	1432	4%	i	5.3	2.1	7.7	i	1	5%
O=c1c2ccccc2nc(SCc2nc3ccccc3s2)n1CCCO	7	11	0.64	-0.18	0.26	-0.3	-3.6	1068	0.92	1420	16%	i	5.9	1.8	9.6	i	-6	5%
N#Cc1nc(-c2ccco2)oc1N1CCN(c2cccc(Cl)c2)CC1	42	41	0.87	-0.19	0.5	-0.77	0.6	1085	0.03	1325	12%	i	3.5	0.1	34	i	-2	17%
C/C(=N/OC(=O)c1ccc(C(F)(F)F)cc1)c1oc(C)nc1C	.	.	-0.099	-0.23	-0.031	0.19	-2.0	1184	0.13	1456	.	i	.	.	.	.	.	.
Cc1ccc(-c2noc(CCC(=O)NCC3CCCO3)n2)cc1 (stereo unspecified)	-12	-12	-0.63	-0.17	-0.5	0.18	-0.5	1210	.	.	-10%	i	3.6	3.1	6.2	i	4	-18%
O=C(CSC(=S)N1CCOCC1)Nc1nc(=O)c2ccccc2s1	-10	-3	0.21	-0.069	-0.18	0.5	-0.6	993	0.12	1240	-23%	i	2.7	2.4	5.4	i	5	-39%
COC(=O)c1c(NC(NC(=O)CC(C)C)C(Cl)(Cl)Cl)sc2c1CCC2 (stereo unspecified)	28	14	0.67	-0.14	0.41	-1.8	0.7	1105	0.43	1584	27%	i	2.4	3.3	13	i	-6	13%
CCn1nccc1C(=O)Nc1cc(Cl)cc(Cl)c1	30	49	-1.1	-0.22	-0.47	-0.11	4.1	376	.	.	11%	i	1.2	2.0	12	i	-3	9%
O=C(CCCn1c(=O)[nH]c2cc(Cl)ccc2c1=O)NCC1CCCO1 (stereo unspecified)	-16	-10	1.9	-0.19	1.6	-0.35	1.1	1186	0.2	1208	-5%	.	3.1	3.1	12	i	-2	-6%
O=C(COC(=O)C1COc2ccccc2O1)NC(=O)NC1CCCC1 (stereo unspecified)	7	12	0.094	-0.21	0.33	-0.31	-4.1	1269	0.68	1282	-2%	i	4.6	3.4	5.7	i	-6	-3%
C/C(=N\NC(=O)c1ccc(Br)cc1)c1cccc(NC(=O)c2cccnc2)c1	-6	11	-0.84	-0.31	-0.41	0.81	0.1	1460	-0.98	1307	-9%	i	1.8	3.0	3.4	i	-9	-7%
CO/C=C/C#CC1(O)CCN(C)CC1	2	9	-0.93	-0.34	-0.37	0.39	0.0	1189	1.5	1179	-3%	i	6.6	2.8	6.8	i	21	3%
O=C(CC1NCCNC1=O)Nc1ccc(Cl)c(Cl)c1 (stereo unspecified)	1	-15	-0.08	-0.26	1	0.11	-0.4	591	0.12	1295	4%	i	4.0	2.4	8.6	i	16	11%
COC(=O)c1c(NC(=O)c2ccco2)sc(C(=O)Nc2ccc(F)cc2)c1C	-2	-6	-0.32	-0.17	-0.037	0.61	-3.6	992	-0.73	1048	4%	i	10	3.3	6.6	i	1	13%
Cc1[nH]c(=O)[nH]c(=O)c1NS(=O)(=O)c1ccc2c(c1)CCCC2	10	7	-0.14	0.14	-0.026	-0.053	.	.	-0.11	1270	5%	i	3.8	2.7	7.6	i	-1	0%
O=[N+]([O-])c1ccc2nc(CCCc3nc4ccc([N+](=O)[O-])cc4[nH]3)[nH]c2c1	-10	-4	0.32	-0.22	0.49	-0.26	0.7	1470	-0.15	1416	-1%	i	2.2	1.5	3.9	i	16	-8%
O=c1nc(Nc2ccc(OCc3ccccc3)cc2)sc2ncccc12	-11	-21	-0.38	-0.31	-0.022	0.83	0.2	1129	-2	1206	3%	i	3.1	0.8	2.4	i	11	-3%
COc1cc(C=O)ccc1OS(=O)(=O)c1ccc(NC(C)=O)cc1	-11	4	-0.39	-0.11	0.13	0.26	0.6	898	0.28	1345	-10%	i	1.2	1.6	3.6	i	0	-4%
CN(C)CCCNC(=S)NCCNc1nc2cc3c(cc2cc1C#N)OCO3	3	0	0.29	-0.2	-0.1	-0.18	-3.0	1062	-0.17	1220	-4%	i	3.8	2.6	11	i	21	1%
O=C(NNc1cccc(Cl)c1)c1cccnc1Oc1ccccc1	.	.	0.5	-0.24	-0.038	0.38	1.0	1335	-0.11	1423	.	i	.	.	.	.	.	.
Cc1c(-c2ccccc2)sc(N)c1C(=O)N1CCOCC1	1	27	-0.69	-0.33	-0.19	0.23	-3.5	797	0.84	1253	17%	i	4.7	2.4	7.8	i	4	19%
Cc1cccc(C(=O)OCC(=O)NC(C)CCc2ccccc2)c1 (stereo unspecified)	0	14	0.78	-0.3	0.65	-0.039	-1.5	1128	-0.01	1145	-2%	i	3.7	2.0	9.6	i	9	-6%

Four entries from above, bar-delimited:
SMILES | WT yeast gro inh | WT yeast gro inh mutant strain | Dynein cargo inh | Dynein cargo inh cytoplasmic EGFP | Dynein cargo inh nuclear GR-EGFP | Dynein cargo inh cell count | bCat nuc transl | bCat nuc transl cell count 5 µM | Ins promoter up | Ins promoter up cell count | human PMI inhibition | Yfh1-depleted yeast | MT stabilize HCS | MT stabilize HCS Hoechst-high % | MT stabilize HCS cytotoxicity % | Autophagy HCS | Autophagy HCS cell loss 18 h | PMI inhibition
CO/C=C/C#CC1(O)CCN(C)CC1 | 2 | 9 | -0.93 | -0.34 | -0.37 | 0.39 | 0.0 | 1189 | 1.5 | 1179 | -3% | i | 6.6 | 2.8 | 6.8 | i | 21 | 3%
O=C(CC1NCCNC1=O)Nc1ccc(Cl)c(Cl)c1 (stereo unspecified) | 1 | -15 | -0.08 | -0.26 | 1 | 0.11 | -0.4 | 591 | 0.12 | 1295 | 4% | i | 4.0 | 2.4 | 8.6 | i | 16 | 11%
COC(=O)c1c(NC(=O)c2ccco2)sc(C(=O)Nc2ccc(F)cc2)c1C | -2 | -6 | -0.32 | -0.17 | -0.037 | 0.61 | -3.6 | 992 | -0.73 | 1048 | 4% | i | 10 | 3.3 | 6.6 | i | 1 | 13%
Cc1[nH]c(=O)[nH]c(=O)c1NS(=O)(=O)c1ccc2c(c1)CCCC2 | 10 | 7 | -0.14 | 0.14 | -0.026 | -0.053 | . | . | -0.11 | 1270 | 5% | i | 3.8 | 2.7 | 7.6 | i | -1 | 0%
